POLH inh: inhibitors of human DNA polymerase eta. Q9Y253. recombinant Pol eta, fluorescent DNA replication assay. Potency, µM (doses to about 114 µM), for inactives: top-dose activity change, negative = inhibition, usual class: inhibitors. hit rate 1.2% among 390,000. AID 588591; also: potency is read from the fitted curve at half-maximal effect; % is scaled to controls: 0 for no effect and ±100 for the full control effect
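Pol eta at 10 nM preincubated with compounds 15 min at room temperature; reaction started with fluorescent substrate (50 nM final) and read kinetically at 0 and 10 min.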
Glioma ERSR ind: induces the endoplasmic reticulum stress response in human glioma cells. U87-MG GRP78 promoter luciferase reporter, 16 h. Potency, µM, for the others: at the highest dose activation, hits mostly activators. hit rate 0.02% among 420,000. AID 602332; also: potency is read from the fitted curve at half-maximal effect; series mostly up to about 76 µM; % of control where 0% means no effect; nearly all actives have a fitted effect of over 35% in size
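ERSR induction read as luciferase luminescence (Bright-Glo, 10 min at room temperature) in stably transfected human U87-MG glioma cells exposed to compounds for 16 h, using GRP78 as sensor.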
LDHA inh: blocks human lactate dehydrogenase A. P00338. purified LDHA, NADH/diaphorase-resazurin fluorescence; stronger effect = lower value. activity change, % (values are at about 110 or 230 µM). hit rate 0.15% among 480,000; in the data active = activity change below about -30%; inconclusive = mostly about -25% to -30%;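 also: plate controls were DMSO wells for no effect and wells without enzyme for full effect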
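Human LDH5 at 2 nM final in Tris HCl pH 7.4 with 0.06 mM NADH and 0.2 mM pyruvate, reacted 5 minutes at room temperature. Remaining NADH coupled via diaphorase/resazurin; resorufin fluorescence read at 0 and 20 minutes, normalized to enzyme-free and DMSO wells.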
Pol kappa inh: blocks human DNA polymerase kappa activity; Q9UBT6; purified Pol kappa, fluorescent DNA synthesis assay, 10 min; Potency, µM (highest dose often 107 µM), for inactives: at the highest dose activity, negative = inhibition, most hits filed as inhibitors; hit rate 0.53% among 400,000; also: potency is read from the fitted curve at half-maximal effect; % is scaled to controls: 0 for no effect and ±100 for the full control effect
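Here, compound and 10 nM enzyme are combined for 15 min at room temperature; adding 50 nM substrate (final) starts DNA synthesis, tracked by fluorescence at 0 and 10 min against buffer-only wells.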
Pol beta inh: inhibitors of human DNA polymerase beta; Pol beta primer extension/strand displacement, fluorescence kinetic; Potency, µM (doses to about 114 µM), inactives show top-dose activity change, negative = inhibition, hits mostly inhibitors; hit rate 1.3% among 340,000; also: potency is read from the fitted curve at half-maximal effect; % is scaled to controls: 0 for no effect and ±100 for the full control effect
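Curves were derived by four-parameter Hill fits of normalized qHTS data. The kinetic fluorescent primer-extension read was taken at 0 and 10 min after 50 nM substrate, following a 15 min room-temperature preincubation of 10 nM enzyme with compounds.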
Pol iota inh: DNA polymerase iota (human) inhibition | AID 588590 | Pol iota fluorescent replication assay, 10 min | hit rate 1% among 390,000 | Potency, µM (series often up to 115 µM), without a hit: at the top dose activity, negative = inhibition, hits mostly inhibitors; also: potency is read from the fitted curve at half-maximal effect
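Fluorescent replication assay read twice, at 0 min and 10 min after adding 50 nM (final) substrate. Enzyme (10 nM) and compounds were first incubated 15 min at room temperature; enzyme-free buffer wells were negative controls.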
APEX1 inh: blocks human APE1 abasic DNA cleavage. P27695. recombinant APE1, TAMRA/BHQ-2 abasic DNA cleavage fluorescence. Potency, µM (highest dose often 65.8 µM), for inactives: at the highest dose activity change, negative = inhibition, usual class: inhibitors. hit rate 0.35% among 350,000;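 also: potency is read from the fitted curve at half-maximal effect; plate controls were vehicle for no effect and reference inhibitor for full effect; nearly all actives have a fitted effect of over 55% in size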
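Quantitative HTS: incision of a TAMRA/BHQ-2 double-stranded substrate bearing a tetrahydrofuran abasic site by 0.75 nM APE1 raises fluorescence. Substrate 50 nM final, added after 15 min compound preincubation at room temperature; progress as third-minus-first kinetic read difference.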
BLM inh: inhibitors of human Bloom syndrome helicase BLM | P54132 | recombinant BLM DNA unwinding, fluorescence dequenching | Potency, µM (series often up to 56.1 µM), for the others: top-dose activity change, negative = inhibition, most hits filed as inhibitors | hit rate 0.2% among 350,000;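 also: potency is read from the fitted curve at half-maximal effect; plate controls were vehicle for no effect and no enzyme for full effect; nearly all actives have a fitted effect of over 35% in size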
Apoferritin bind: binds horse apoferritin like a general anesthetic; P02791; AID 485281; Potency, µM (titrated, usually from 77.5 µM), inactives show at the top dose activity change, negative = displacement, actives largely listed as inhibitors; hit rate 0.074% among 350,000; apoferritin/1-aminoanthracene competitive binding, fluorescence; also: potency is read from the fitted curve at half-maximal effect; % is scaled to controls: 0 for no effect and ±100 for the full control effect; nearly all actives have a fitted effect of over 20% in size
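Read-out: endpoint 1-AMA fluorescence, excitation 380 nm and emission 535 nm, after compounds sit 10 min at room temperature with 10 uM horse-spleen apoferritin in 50% saturated 1-AMA/PBS. Values come from four-parameter Hill fits.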
* marks the source's active call; other numbers are inactive results; ? = inconclusive; . = no result given; & = joins results of further samples; [ ] = another dose, or the depositor's remark. Unless noted, calls follow the shape of the dose curve; as a rule, active = well fitted curve in the direction sought with a large enough effect; inconclusive = small, poorly fitted or top-dose-only effect, or another doubt; inactive = no such curve, though single readings can be large; an effect the other way counts as inactive or inconclusive.

Structure	POLH inh	Glioma ERSR ind	LDHA inh	Pol kappa inh	Pol beta inh	Pol iota inh	APEX1 inh	BLM inh	Apoferritin bind
COc1ccccc1/C=C/c1nc2ccccc2n1C(C)C	-2%	1%	-2	6%	2%	?	.	-5%	45%[activator]
COc1ccc(Cl)cc1N(C)C(=O)Cn1cnc2sc(C)c(S(=O)(=O)N3CCN(c4ncccn4)CC3)c2c1=O	-17%	4%	-9	-12%	-29%	-6%	.	-3%	0%
CC(C)CN(C(=O)COC(=O)COc1ccc2c(c1)CCC2)c1c(N)n(Cc2ccccc2)c(=O)[nH]c1=O	-10%	3%	-5	-1%	.	30%	10%	.	.
CCc1nn2c(=O)c(S(=O)(=O)Nc3ccc(C(C)C)cc3)c(C)nc2s1	-23%&1%	-2%&-1%	-2&-2	-2%&-31%	-1%&3%	21%&5%	-8%	-4%&-1%	?
O=C1c2ccccc2-c2c1c1ccccc1c(=O)n2CCO	?	-3%	5	-8%	.	?	.	.	.
CN1CCN(c2ccc(NC(=O)CSc3ccccc3)cc2F)CC1	-5%	-4%	6	-8%	22%	-6%	11%	1%	-3%
COc1ccc(S(=O)(=O)N2CCOCC2)cc1NC(=O)Cc1c(F)cccc1Cl	-8%	-1%	-2	7%	.	35%[activator]	-5%	.	.
O=S(=O)(c1ccc(F)cc1)n1cnc2ccccc21	-9%	-1%	-4	-16%	-9%	-6%	53%[activator]	1%	-6%
CCn1cc(Cl)c(C(=O)NNC(=O)CCn2ccc([N+](=O)[O-])n2)n1	-11%	-2%	-5	8%	8%	55%[activator]	20%	-1%	0%
C(=N\Nc1nc2ccccc2s1)/c1ccccn1	-10%	-12%	-6	-27%	?	88%[activator]	-6%	-5%	-4%
CCN1C(=O)[C@H]2[C@@H](c3ccc(C)cc3)N3C(=O)N(c4ccc(C)cc4)C(=O)[C@@]3(CC)[C@H]2C1=O	-1%	-1%	-8	-11%	.	-27%	10%	.	.
Cc1sc2ncnc(N/N=C/c3cccc(O)c3)c2c1C	?	0%	1	-9%	3%	118%[activator]	-9%	-8%	-3%
CC(C)Oc1ccc(S(=O)(=O)N2CCOCC2)cc1NC(=O)CN1C(=O)c2ccccc2C1=O	-17%	-7%	-5	-3%	.	?	.	.	.
COc1cccc(CNC(=O)CSC(=S)N2CCCC2)c1	4%	1%	-5	2%	.	-5%	0%	.	.
COc1ccc(NC(=O)CN2CCCCCC2)cc1OC	-5%	-2%	-6	-3%	23%	12%	-3%	-6%	-9%
Clc1ccc(-n2nnnc2CN2CCCCC2)cc1Cl	-19%	-2%	-4	1%	?	15%	0%	-5%	-15%
COc1ccc([N+](=O)[O-])cc1-c1nc2ccccc2nc1-c1ccccc1	-6%	-4%	0	7%	0%	-29%	8%	-9%	-19%
Cc1ccc(-n2c(Cl)c(Cl)[nH]c(=O)c2=O)cc1	-3%	-2%	-2	-2%	2%	8%	2%	6%	3%
CC#CCN1c2ccccc2[C@]23C[C@@H](C(=O)OC)N(C(=O)c4cc(C)oc4C)C2=NC(C(=O)OC)=C(C(=O)OC)[C@H]13	-25%	-2%	1	3%	-20%	29%	-4%[12.4 µM]	-5%[12.4 µM]	-5%
Cc1ccc(S(=O)(=O)CC(=O)Nc2nccs2)cc1	-15%	-6%	-4	4%	.	23%	8%	.	.
O=C(CSc1nc(O)cc(=O)[nH]1)Nc1ccc2c(c1)CCC2	-17%	-3%	-22	79µM*	?	16µM*	16%	22µM*	-5%
COC(=O)CCc1nc2ccccc2[nH]c1=O	-15%	-3%	-6	7%	-1%	20%	2%	-7%	7%
Cc1ccc(NC(=O)c2ccc3c(c2)NC(=O)CS3)nc1	-6%	3%	-3	-11%	.	?	37%	.	.
CCOc1ccccc1OCCCC(=O)N1CCN(S(=O)(=O)c2ccc(C)cc2C)CC1	-16%	-3%	-8	-16%	.	-20%	12%	.	.
CC(C)(CO)CNC(=O)CCc1nnc(Cc2ccc(-c3ccccc3)cc2)o1	-4%	3%	-6	-5%	-2%	107%[activator]	-2%	-2%	-5%
C=CCNC(=S)N1CCN(c2ncc(C(F)(F)F)cc2Cl)CC1	-10%	-3%	-10	-7%	7%	9%	-2%	-11%	-14%
Clc1ccccc1Cn1nnc2c(N3CCCC3)ncnc21	3%	-3%	-3	5%	17%	22%	1%	0%	-21%
COc1ccc(-c2cc(C(=O)Nc3cccnc3)no2)cc1OC	0%&-14%	12%&1%	-7&-3	-10%&-2%	26%&13%	26%&21%	8%	4%&2%	3%&-4%
NC1=C([N+](=O)[O-])C(c2ccc(F)cc2)C2=C(CCCC2=O)O1 (centres undefined)	3%	3%	-4	-20%	14%	0%	3%	-1%	-4%
COc1cccc(-c2cc(C(F)(F)F)nc(-n3cccn3)n2)c1	-15%	-3%	1	1%	0%	25%	1%	-3%	?
Cc1cc(C(=O)NCCN2CCCCC2C)n(-c2ccccc2)n1 (centres undefined)	-15%	-2%	-1	6%	0%	6%	1%	3%	-3%
COc1ccc(N(C)C(=S)Oc2ccc(C(=O)Nc3ccccc3)cc2)cc1	.	.	.	.	19%	.	-4%	-7%	3%
Cc1cccc(/C=C/c2nc3ccccc3c(=O)n2Cc2ccccc2)c1	-4%	-5%	-9	-9%	-5%	30%	-5%	-8%	-10%
O=C(NCc1cccs1)c1ccc(CS(=O)Cc2cccc(Cl)c2)o1 (centres undefined)	-6%	-3%	-12	-3%	?	20%	-4%	0%	-11%
Cc1nonc1C(=O)N/N=C/c1ccncc1	-22%	-2%	-16	-13%	17%	51%	2%	1%	-1%
O=c1oc(-c2ccccc2[N+](=O)[O-])nc2ccccc12	-4%	1%	-2	0%	1%	9%	-6%	-6%	-9%
CCN(C(=O)CSc1nc2ccccc2n1CC(=O)Nc1ccccc1C)c1ccccc1	-15%	2%	2	0%[60.1 µM]	-29%	-16%	.	-2%	51%[activator]
CCOc1ccc(OCCCC(=O)N2CCN(S(=O)(=O)c3ccc(Cl)cc3)CC2)cc1	-14%	-4%	?	-1%	.	-4%	2%	.	.
CCN(C(=O)Cn1nc(C(=O)O)c2ccccc2c1=O)C1CCCCC1	0%	-4%	-6	-7%	20%	17%	17%	1%	-21%
CCn1c(C)c(C)c2cc(C(=O)NCC(C)c3ccccc3)ccc21 (centres undefined)	-16%	2%	6	-2%	3%	?	.	-7%	-1%
COC(=O)Cc1nc(Nc2ccccc2)sc1C	-19%	3%	-3	0%	15%	61%[activator]	-4%	-1%	-11%
Cc1ccc(-n2ncc3c2ncn2nc(-c4ccco4)nc32)c(C)c1	-5%	0%	-9	-4%	6%	8%	11%	-1%	-5%
COc1ccc(C(C)(C)C)cc1NC(=O)c1ccoc1C	-11%	0%	3	-2%	-1%	-16%	2%	-13%	-15%
CCOC(=O)c1cnc(-c2ccccc2)nc1C(F)(F)F	-22%	2%	-10	1%	-11%	155%[activator]	-1%	-2%	-7%
Cc1cc(C)n(C(=O)/C(C#N)=C/N(C)C)n1	1%	-3%	-7	-10%	2%	-26%	14%	2%	2%
COc1cc(OC)c(C(=O)OCC(=O)Nc2ccc(N3CCOCC3)cc2)cc1OC	-10%	-6%	-1	-11%	.	-2%	-5%	.	.
N#C/C(=C\c1ccc([N+](=O)[O-])cc1)C(=O)NCCCn1ccnc1	-13%	1%	-2	-8%	17%	40%[activator]	21%	-2%	-13%
O=C(Nc1cccc(Cl)c1Cl)c1cc2nc(-c3ccc4c(c3)OCO4)cc(C(F)(F)F)n2n1	-23%	-1%	-7	-11%	-1%	18%	.	-3%	-5%
COc1ccc(OC)c(Nc2nc3nonc3nc2N2CCCCC2)c1	-2%	-4%	-2	-5%	13%	7%	-4%	1%	-7%
Cn1c(=O)c2c(ncn2CCC(=O)N/N=C/c2ccncc2)n(C)c1=O	-15%	-1%	-7	-6%	3%	88%[activator]	-2%	0%	10%

Next section.
Structure	POLH inh	Glioma ERSR ind	LDHA inh	Pol kappa inh	Pol beta inh	Pol iota inh	APEX1 inh	BLM inh	Apoferritin bind
COCCN(C(=O)C1CCC1)c1nnc(-c2cccnc2)s1	-4%	-4%	-6	3%	14%	9%	3%	2%	-16%
COc1cc(C(=O)Nc2ccc(S(=O)(=O)N(C)c3ccccc3)cc2)cc(OC)c1OC	-11%	-2%	-8	-10%	-23%	-4%	-4%	-9%	-4%
O=[N+]([O-])c1ccc(OCC(O)CN(CCO)CCO)cc1 (centres undefined)	-6%	-3%	-3	-5%[60.1 µM]	20%	?	-3%	3%	-10%
O=C(Cc1c(F)cccc1Cl)NCc1cccnc1	-13%	-2%	-2	0%	4%	140%[activator]	-9%	-2%	-9%
Cc1ccc2cccc(OCCCOc3ccccc3CO)c2n1	-4%	5%	-8	-21%	-1%	-12%	49%[activator]	-2%	-5%
O=c1sc(/C=N/Nc2ccccc2)c(Cl)n1Cc1ccccc1	-21%	7%	-4	-6%	2%	63%[activator]	2%	6%	-3%
Cc1ccc2oc(=O)c3cc(C(=O)N4CCN(C)CC4)sc3c2c1	-19%	-2%	-2	3%	5%	29%	11%	-1%	-3%
COc1ccc(OCC(=O)OCC(=O)NC2CCCC2)cc1	-17%	-3%	-2	-6%	.	59%[activator]	-9%	.	.
COc1cccc(CNC(=O)c2ccc3c(Cl)c4c(nc3c2)CCCC4)c1	-5%	6%	-4	?	-2%	89µM*	.	-12%	?
Cc1nc2ncnn2c(N2CCC(C(=O)NC3CCCC3)CC2)c1Cc1ccccc1	1%	0%	-2	-18%	-23%	10%	4%	0%	-3%

A portion of the library; count on the stated rates, not on these rows.
